Akt phos inh = blocks phosphorylation of Akt. Neuro2A IGF-stimulated pAkt S473 HTRF, 20 min; stronger effect = lower value. activity change, % for hits at 50 µM. 360,000 tested, 0.32% active. AID 651550; in the data active = activity change below about -80%; inconclusive = mostly about -51% to -80%; also: % is scaled to controls: 0 for no effect and ±100 for the full control effect
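Single-point screen (50 µM final compound) in Neuro2A cells stimulated 20 min with 6 nM IGF at 37 deg C. After lysis, Ser473-phosphorylated Akt read by HTRF (ex 330 nm, em 615/665 nm) as the 665/615 ratio.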
EPAC2 antag = antagonists of human EPAC2. Q8WZA2. EPAC2 GEF exchange of Rap1B-BODIPY-GDP, fluorescence. Potency, µM (highest dose often 114 µM), inactives show top-dose activity, negative = inhibition, usual class: inhibitors. 360,000 tested, 0.18% active; also: potency is read from the fitted curve at half-maximal effect; % is scaled to controls: 0 for no effect and ±100 for the full control effect; nearly all actives have a fitted effect of over 45% in size; many of its hits are not listed in these tables
Target sequence (Q8WZA2 whole entry, looked up): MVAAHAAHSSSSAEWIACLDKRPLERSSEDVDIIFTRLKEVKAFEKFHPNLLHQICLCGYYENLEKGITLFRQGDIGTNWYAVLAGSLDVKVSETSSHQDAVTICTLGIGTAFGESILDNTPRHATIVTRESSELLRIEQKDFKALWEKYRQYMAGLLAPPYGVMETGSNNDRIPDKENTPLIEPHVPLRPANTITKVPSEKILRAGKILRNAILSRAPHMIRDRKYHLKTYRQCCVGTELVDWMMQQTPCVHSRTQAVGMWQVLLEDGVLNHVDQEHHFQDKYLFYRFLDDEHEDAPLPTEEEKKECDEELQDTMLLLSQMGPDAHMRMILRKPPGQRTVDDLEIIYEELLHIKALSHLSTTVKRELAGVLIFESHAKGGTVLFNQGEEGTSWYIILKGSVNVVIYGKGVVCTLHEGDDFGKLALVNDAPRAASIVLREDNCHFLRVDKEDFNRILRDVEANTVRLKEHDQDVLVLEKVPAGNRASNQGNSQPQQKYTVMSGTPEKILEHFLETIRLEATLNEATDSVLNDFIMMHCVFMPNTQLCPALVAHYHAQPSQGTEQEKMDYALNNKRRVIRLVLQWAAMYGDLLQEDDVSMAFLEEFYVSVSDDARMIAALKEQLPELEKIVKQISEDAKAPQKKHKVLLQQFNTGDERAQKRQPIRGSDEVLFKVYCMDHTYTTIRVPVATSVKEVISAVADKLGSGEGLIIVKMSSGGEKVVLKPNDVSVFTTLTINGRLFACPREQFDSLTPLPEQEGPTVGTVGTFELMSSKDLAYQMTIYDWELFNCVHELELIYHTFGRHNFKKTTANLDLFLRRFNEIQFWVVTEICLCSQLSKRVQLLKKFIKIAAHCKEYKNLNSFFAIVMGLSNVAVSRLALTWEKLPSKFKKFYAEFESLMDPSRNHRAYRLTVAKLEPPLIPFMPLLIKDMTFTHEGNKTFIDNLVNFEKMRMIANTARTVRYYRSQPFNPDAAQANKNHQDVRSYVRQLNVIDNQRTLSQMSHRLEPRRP
PTHR1 ag = activates the human parathyroid hormone receptor PTHR1. 410,000 tested, 0.075% active. Potency, µM (doses to about 115 µM), for the others: at the top dose activation, hits mostly activators. AID 743266. HEK293 GP2 PTHR1 cells, GloSensor cAMP luminescence, 1 h; also: potency is read from the fitted curve at half-maximal effect; nearly all actives have a fitted effect of over 55% in size; some results filed as inactive show a strong effect at the top dose; inactives centre near -15; many of its hits are not listed in these tables
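HEK-293-derived GP2 cells expressing PTHR1 and a GloSensor cAMP reporter, 3,000/well, plated overnight, given luciferin plus IBMX (each 0.5 mM as added) for 1 h at 37 °C, then compound for 1 h at 37 °C. Luminescence was read after 15 min at room temperature.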
MmCpn inh = inhibitors of Methanococcus maripaludis chaperonin (MmCpn); 330,000 tested, 0.031% active; Potency, µM (series often up to 76.9 µM), for inactives: at the top dose activity, negative = inhibition, usual class: inhibitors; purified Mm-Cpn ATPase, ADP Transcreener TR-FRET; also: potency is read from the fitted curve at half-maximal effect; % is scaled to controls: 0 for no effect and ±100 for the full control effect; nearly all actives have a fitted effect of over 80% in size
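Eu-cryptate anti-ADP/ADP-d2 competition gives a ratio inversely related to ADP. Enzyme at 25 nM was pre-exposed to compound for 10 min, then given 10 uM ATP for 30 min, 37°C throughout.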
DRD3 antagonist = antagonists of human D3 dopamine receptor | P35462 | D3R cells, DiscoveRx beta-arrestin luminescence, antagonist mode; stronger effect = lower value | max response, negative = inhibition, % | 360,000 tested, 2.5% active | AID 652054; in the data active = max response below about -50%; inconclusive = no clear call, values can overlap the other calls; also: % is scaled to controls: 0 for no effect and ±100 for the full control effect; mostly tested at two doses, the higher about 12 µM
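Cells plated overnight at 1500 cells/well, then exposed to library compounds with dopamine controls for 90 minutes at 37 degrees C. DiscoveRx reagent added for 30–60 minutes at room temperature; luminescence read, quantitative HTS format.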
CCT chaperon mod = changes cytosolic chaperonin activity; purified chaperonin ATPase assay, HTRF ADP detection, 30 min; activity change, % (no concentration beside the values), hits read low; 360,000 tested, 0.3% active; AID 651819; in the data active = activity change below about -30%; also: % is scaled to controls: 0 for no effect and ±100 for the full control effect
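Nucleotide hydrolysis assay: TRiC at 20–40 nM final (set by batch activity) with 10 uM ATP, 30 min at 37 °C, in presence of 76 uM compound. Detection by competitive ADP HTRF, 30 min ambient.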
DRD3 agonist = agonists of human D3 dopamine receptor. P35462. max activation, %. D3R DiscoveRx beta-arrestin cells, luminescence, 90 min. AID 652048. 410,000 tested, 0.58% active; in the data active = max activation above about 30%; also: 0% is about no effect; mostly tested at two doses, the higher about 12 µM
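Agonist-mode cell screen: cells plated at 1500/well and incubated overnight at 37 °C, then exposed to library compounds for 90 min at 37 °C. Detection reagent was added for 30–60 min at room temperature, and luminescence was read.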
EPAC2 agonist = agonists of human EPAC2 (RAPGEF4). Q8WZA2. EPAC2 activation, biochemical qHTS; response scale: 100% = 6.5 mM cAMP response. Potency, µM (series often up to 154 µM), for inactives: top-dose activation, most hits filed as activators. 360,000 tested, 0.079% active. AID 720711; also: potency is read from the fitted curve at half-maximal effect; nearly all actives have a fitted effect of over 50% in size
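Readout is BODIPY fluorescence (480 nm excitation, 540 nm emission), which falls as labeled GDP is exchanged off Rap1B. EPAC2 at 100 nM acted on 250 nM RAP1B-BODIPY-GDP with 50 uM GDP present.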
Starred values were filed as active, the others as inactive; i = inactive; ? = inconclusive; [ ] = dose if it differs, or a comment. Unless noted, calls follow the shape of the dose curve; as a rule, active = well fitted curve in the direction sought with a large enough effect; inconclusive = small, poorly fitted or top-dose-only effect, or another doubt; inactive = no such curve, though single readings can be large; an effect the other way counts as inactive or inconclusive.

SMILES | Akt phos inh | EPAC2 antag | PTHR1 ag | MmCpn inh | DRD3 antagonist | CCT chaperon mod | DRD3 agonist | EPAC2 agonist
O=C(NNc1ccccc1Br)C(O)(c1cccc(C(F)(F)F)c1)c1cccc(C(F)(F)F)c1 | i | -22.5% | -12.2% | -0.2% | -29.4 | -2.6 | -1.9 | 9.0%
O=C(C1CCCO1)N1CCN(S(=O)(=O)c2ccccc2)CC1 (centres undefined) | i | 20.3% | i | 0.0% | 29.7 | 1.4 | -3.6 | 6.7%
Cc1cccc(N2C(=O)N3[C@H](c4ccc(Br)cc4)[C@@H]4C(=O)N(C(C)(C)C)C(=O)[C@@H]4[C@]3(C)C2=O)c1 | i | -1.9% | i | 2.2% | 14.2 | -2.1 | -6.1 | -3.2%
O=C(/C=C/c1cccc(C(F)(F)F)c1)NNC(=O)c1ccncc1 | i | -4.0% | i | -3.0% | -11.7 | -2.6 | -5.2 | -1.6%
CC(NC(=O)c1ccncc1)c1ccc(Cl)cc1Cl (centres undefined) | i | -3.1% | i | 1.0% | 0.4 | 0.4 | 3.9 | 2.6%
COc1ccc(CNC(=O)Cn2nc(Cc3cccnc3)c3ccccc3c2=O)cc1 | i | 9.2% | -5.7% | -2.5% | -24.9 | -2.5 | 0.5 | 14.5%
CN(C1CCCCC1)C(CNS(=O)(=O)c1ccccc1)c1ccccc1 (centres undefined) | i | 3.6% | i | -1.3% | -15.2 | -0.3 | -15.5 | 2.6%
S=C(Nc1ccccc1Cl)N1CCCCCC1 | i | 3.8% | i | 0.4% | -20.5 | -0.2 | 0.4 | 6.2%
CCN(CC)c1ccc2cc(C(=O)Nc3ccccn3)c(=O)oc2c1 | i | 204.8%[activator] | -17.4%[57.5 µM] | -3.0% | 20.8 | -2.2 | -2.8 | 100µM*
COCC(C)n1c(SCC(=O)NC(=O)NCc2ccccc2)nc2ccccc2c1=O (centres undefined) | i | -10.0% | i | -1.0% | 0.0 | 1.6 | 0.5 | 5.3%
COc1ccc(C)cc1NC(=O)COC(=O)c1ccc2c(c1)OCCO2 | i | 3.8% | -38.4%[inhibitor] | -2.4% | 4.5 | 1.0 | 12.2 | 1.7%
CCC(C)(C)NC(=O)C(OC(=O)c1ccco1)c1ccccc1OC (centres undefined) | i | -1.3% | i | 0.1% | 17.1 | -0.9 | -4.7 | 5.6%
COc1ccc(/C=N/NC(=O)c2nonc2N)cc1OC | i | 9.2% | i | 0.2% | 8.4 | -1.1 | -12.1 | 9.3%
CCOC(=O)c1ccc(N2C(=O)C=CC2=O)cc1 | i | -1.4%[57.1 µM] | i | -0.1% | -81.7* | -1.8 | 3.5 | 2.1%
CCc1ccc(S(=O)(=O)/N=C2\C=C(Nc3cccc(C(=O)O)c3)C(=O)c3ccccc32)cc1 | i | ? | -84.8%[inhibitor] | -2.4% | -93.3* | 2.7 | -36.7 | 4.4%
COc1ccccc1C1(CC(=O)Nc2nccs2)CCOC(C(C)C)C1 (centres undefined) | i | -12.3% | i | 2.2% | -5.5 | 0.6 | 11.7 | 5.9%
CCc1ccc2nc(SCC(=O)N3CC(=O)Nc4ccccc43)c(C#N)cc2c1 | i | -4.3% | -9.7%[57.5 µM] | 0.0% | ? | 0.3 | -2.2 | 11.4%
O=C(O)C1CC=CCC1C(=O)NCCCN1CCCC1=O (centres undefined) | i | 1.7% | i | -0.4% | -7.9 | -0.1 | -1.0 | 1.0%
CC(O)(CS(=O)(=O)Cc1cccc(C(F)(F)F)c1)C(=O)Nc1cccc(C(F)(F)F)c1 (centres undefined) | i | -11.5% | -11.4%[57.5 µM] | 0.7% | ? | -0.6 | 6.9 | -3.6%
N#CCSc1ccccc1NC(=O)COc1ccc(-c2nnco2)cc1 | i | -6.1% | -13.8% | -2.8% | 27.0 | 0.9 | 9.6 | 4.2%
O=C(COC(=O)c1ccc(S(=O)(=O)N2CCCCCC2)cc1)NCc1ccc(F)cc1 | i | -2.9% | -46.8%[inhibitor] | -1.1% | 5.6 | -5.0 | 4.7 | 7.4%
O=C(NC1CC2CCCC(C1)N2CC(=O)N1CCCc2ccccc21)C1CCCCC1 (centres undefined) | i | 0.0% | -20.8% | -2.1% | 8.7 | 1.8 | 1.1 | 0.5%
CCc1nnc(NC(=O)c2ccc(-c3ccc([N+](=O)[O-])cc3Cl)o2)s1 | i | 4.7% | -9.2% | -2.2% | 13.9 | -2.0 | -0.2 | -1.8%
COc1ccccc1OCCCn1c(=O)oc2ccc(C)cc21 | i | -2.8% | -6.2%[57.5 µM] | -2.6% | 7.5 | 1.7 | -3.7 | 8.6%
Cn1cc(C(=O)C(=O)N2CCc3ccccc32)c2ccccc21 | i | 0.5% | -22.5% | 1.2% | -20.2 | -0.3 | -4.4 | 6.3%

Profiles from above. Values in the order: Akt phos inh	EPAC2 antag	PTHR1 ag	MmCpn inh	DRD3 antagonist	CCT chaperon mod	DRD3 agonist	EPAC2 agonist
Profile of COc1ccccc1OCCCn1c(=O)oc2ccc(C)cc21 : i	-2.8%	-6.2%[57.5 µM]	-2.6%	7.5	1.7	-3.7	8.6%
Profile of CCC(C)(C)NC(=O)C(OC(=O)c1ccco1)c1ccccc1OC (centres undefined) : i	-1.3%	i	0.1%	17.1	-0.9	-4.7	5.6%

More records.
SMILES | Akt phos inh | EPAC2 antag | PTHR1 ag | MmCpn inh | DRD3 antagonist | CCT chaperon mod | DRD3 agonist | EPAC2 agonist
O=C(CSc1n[nH]c(-c2ccccc2)n1)c1ccccc1 | i | -0.3% | -25.5% | -1.2% | -20.4 | 0.2 | -0.1 | -1.1%
Cc1ccc(C)c(NC(=O)c2cccc(Oc3ccc([N+](=O)[O-])cc3Cl)c2)c1 | i | 14.0% | -24.8% | 2.2% | 11.9 | -0.5 | 1.4 | 9.2%
COc1cc(C=O)ccc1OCCOCCOc1ccccc1Cl | i | -2.7% | -10.0% | 1.9% | 1.4 | 0.1 | 1.3 | -0.7%
CCOCCCNC(=O)C(c1ccc(C)cc1)N(Cc1cccs1)C(=O)c1ccccn1 (centres undefined) | i | -1.4% | -21.5% | -9.0% | 19.8 | -1.6 | 3.1 | -2.2%
CC1(C)CC(=O)C=C(c2ccc3ccccc3c2)C1 | i | -27.5% | -29.4% | -0.3% | 10.1 | 1.7 | 3.0 | 18.2%
CCOCC(O)CS(=O)(=O)c1ccccn1 (centres undefined) | i | -3.8% | -1.4% | 2.0% | 2.3 | 0.8 | 4.1 | 8.8%
CC(NC(N)=O)C(=O)Nc1ccc(Cl)c(S(=O)(=O)Nc2ccc(Cl)cc2)c1 (centres undefined) | i | -8.4% | -20.2% | 0.5% | -2.5 | -1.6 | -0.5 | 12.8%
COc1ccc(C2=NOC3(CC(=O)N(c4ccc(C)cc4)C3=O)C2)c(OC)c1 (centres undefined) | i | -8.6% | -54.6%[inhibitor] | 1.0% | 28.0 | -1.6 | -2.4 | -7.7%
Cc1ccc(NC(=O)c2sc(N)nc2-c2ccc([N+](=O)[O-])cc2)c(C)c1 | i | 5.2% | i | 1.5% | 2.5 | -1.0 | -4.7 | 3.9%
N#Cc1c(SCc2ccccc2)sc(C(=O)c2ccccc2)c1N | i | -0.4% | i | 0.4% | -9.4 | -4.9 | -0.6 | 8.8%
COc1ccc(N2CCN(C(C)=C3C(=O)c4ccccc4C3=O)CC2)cc1 | i | -6.2% | -14.5% | -4.6% | 3.8 | 0.1 | -11.2 | -4.3%
CCN(CC)S(=O)(=O)c1cccc(NC(=O)c2ccc(Sc3nncn3C)c([N+](=O)[O-])c2)c1 | i | -6.0% | -23.5% | -2.7% | -17.1 | 0.5 | -7.4 | 0.5%
O=C(Nc1ccc(Cl)cn1)c1ccc(COc2ccccc2Br)o1 | i | 3.1% | -15.0% | -4.0% | -0.2 | -1.1 | 1.2 | 3.8%
CN(Cc1ccccc1)C(=O)COC(=O)c1cc(=O)[nH]c2ccccc12 | i | 5.4% | i | -2.7% | -1.5 | 0.7 | 14.4 | 1.5%
CCOC(=O)c1ccc2c(c1)nc(SCc1cn3ccsc3n1)n2CC | i | -0.3% | i | -1.5% | 21.0 | -2.3 | -4.4 | -8.1%
NC(=O)CC(NC(=O)Cc1ccc(Br)cc1)c1ccc(NCCN2CCCC2)c([N+](=O)[O-])c1 (centres undefined) | i | 6.3% | i | 2.0% | -22.6 | -1.3 | 6.2 | -2.9%
CC(C)(C)N(Cc1ccccc1)C(=O)COC(=O)[C@@H]1CCCN1C(=O)c1cccs1 | i | -8.1% | 17.7% | -3.2% | -23.5 | -1.8 | -6.2 | 14.1%
CCc1c(C)nc(N2CCN(Cc3ccccc3)CC2)[nH]c1=O | i | -2.1% | i | 0.0% | 21.4 | -3.7 | 2.2 | -20.2%
Cc1cc([N+](=O)[O-])nn1CCCC(=O)NCc1ccccc1 | i | -13.1% | 1.5% | 2.3% | -29.3 | -3.1 | -12.1 | 16.8%
Cc1nc2ccccc2c(=O)n1NC(=O)c1ccc(Cl)c([N+](=O)[O-])c1 | i | 1.2% | -14.5% | -0.3% | -23.5 | -3.4 | 1.0 | 2.6%

Retrieved one by one from the entries so far:
SMILES | Akt phos inh | EPAC2 antag | PTHR1 ag | MmCpn inh | DRD3 antagonist | CCT chaperon mod | DRD3 agonist | EPAC2 agonist
Cc1ccc(NC(=O)c2sc(N)nc2-c2ccc([N+](=O)[O-])cc2)c(C)c1 | i | 5.2% | i | 1.5% | 2.5 | -1.0 | -4.7 | 3.9%
CCOCCCNC(=O)C(c1ccc(C)cc1)N(Cc1cccs1)C(=O)c1ccccn1 (centres undefined) | i | -1.4% | -21.5% | -9.0% | 19.8 | -1.6 | 3.1 | -2.2%
COc1cc(C=O)ccc1OCCOCCOc1ccccc1Cl | i | -2.7% | -10.0% | 1.9% | 1.4 | 0.1 | 1.3 | -0.7%
O=C(CSc1n[nH]c(-c2ccccc2)n1)c1ccccc1 | i | -0.3% | -25.5% | -1.2% | -20.4 | 0.2 | -0.1 | -1.1%

High-throughput results: PubChem BioAssay, National Center for Advancing Translational Sciences (NCATS)

An excerpt, so the mix of outcomes need not match the whole.
